Compound activity as filed in PubChem BioAssay.
TRb SRC2 PPI – qHTS for Inhibitors of the Interaction of Thyroid Hormone Receptor and Steroid Receptor Coregulator 2; TRbeta-SRC2 peptide binding, fluorescence polarization; receptor liganded with 1 µM T3; Potency, µM (series often up to 106 µM), for inactives: top-dose activity change, negative = inhibition, actives largely listed as inhibitors; actives 0.065% (n = 280,000); AID 1469, 2008;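 note: plate controls were bound peptide for no effect and peptide without receptor for full effect; nearly all actives have a fitted effect of over 50% in size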
Target sequence (P10828 whole entry, looked up): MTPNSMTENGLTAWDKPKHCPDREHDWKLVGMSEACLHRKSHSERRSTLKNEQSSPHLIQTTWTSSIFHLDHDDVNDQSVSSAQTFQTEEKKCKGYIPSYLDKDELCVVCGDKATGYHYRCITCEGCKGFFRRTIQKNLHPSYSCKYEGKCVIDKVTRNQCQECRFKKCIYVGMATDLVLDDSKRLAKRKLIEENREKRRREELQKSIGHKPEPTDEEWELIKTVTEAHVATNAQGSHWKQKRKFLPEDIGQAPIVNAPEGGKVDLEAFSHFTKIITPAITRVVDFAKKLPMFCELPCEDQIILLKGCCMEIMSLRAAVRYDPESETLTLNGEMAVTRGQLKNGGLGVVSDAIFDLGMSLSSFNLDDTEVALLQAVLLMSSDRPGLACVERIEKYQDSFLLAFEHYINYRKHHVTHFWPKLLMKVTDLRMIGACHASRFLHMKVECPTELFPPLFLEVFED
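Human TRb LBD (0.6 uM) plus Texas Red-labeled SRC2 peptide (20 nM), 1uM T3, 5% DMSO, 5 hr at ambient temperature. Decreased polarization (555/632 nm) flags inhibition; data normalized to free and bound peptide controls.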
LMNA splice mod – qHTS Assay for Modulators of Lamin A Splicing. HeLa LMNA splicing GFP/RFP minigene ratio, 48 h. Potency, µM (series often up to 46.1 µM), without a hit: top-dose ratio change, negative = inhibition, most hits filed as inhibitors. actives 0.01% (n = 200,000). AID 1487, 2009; active = well fitted inhibition curve with a large enough effect in the signal ratio, with a control signal flat, not every such curve was filed as active; inconclusive = small, poorly fitted or top-dose-only effect, or effect the other way, or a change in a side signal; the % refers to the signal ratio; note: % is set by controls: 0 for no effect and ±100 for the full control effect
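Read-out is the ratio of GFP to DsRed2 object intensity, acquired by 488 nm laser-scanning cytometry on HeLa lamin A-EGFP minigene reporter cells. Compound incubation 48 hrs at 37 °C in Opti-MEM with 2% FBS; DMSO 0.5% final.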
SMN2 splice enh – qHTS Assay for Enhancers of SMN2 Splice Variant Expression; HEK293 SMN2-luciferase splicing reporter, luminescence, 30-36 h; Potency, µM (highest dose often 46.1 µM), without a hit: top-dose activity change, positive = activation, hits mostly activators; actives 2.8% (n = 210,000); note: % of control where 0% means no effect; nearly all actives have a fitted effect of over 55% in size
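HEK293 cells carry an SMN2 minigene-luciferase reporter in which exon 7 inclusion puts luciferase in frame. Cells were seeded at 2000 cells/well, attached for 10-12 hours, then exposed to compounds for 30-36 hours at 37C before ONE-Glo luminescence.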
ALDH1A1 inh – qHTS Assay for Inhibitors of Aldehyde Dehydrogenase 1 (ALDH1A1); Purified ALDH1A1, NADH fluorescence, propionaldehyde substrate; Potency, µM (doses to about 75.3 µM), inactives show top-dose activity, negative = inhibition, actives largely listed as inhibitors; actives 7.3% (n = 220,000); AID 1030, 2008; active = well fitted inhibition curve with a large enough effect, not every such curve was filed as active; inconclusive = small, poorly fitted or top-dose-only effect, or another doubt; inactive = no such curve, though single readings can be large or run the other way;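 note: plate controls were no enzyme wells and a reference inhibitor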
Target sequence (P00352 whole entry, looked up): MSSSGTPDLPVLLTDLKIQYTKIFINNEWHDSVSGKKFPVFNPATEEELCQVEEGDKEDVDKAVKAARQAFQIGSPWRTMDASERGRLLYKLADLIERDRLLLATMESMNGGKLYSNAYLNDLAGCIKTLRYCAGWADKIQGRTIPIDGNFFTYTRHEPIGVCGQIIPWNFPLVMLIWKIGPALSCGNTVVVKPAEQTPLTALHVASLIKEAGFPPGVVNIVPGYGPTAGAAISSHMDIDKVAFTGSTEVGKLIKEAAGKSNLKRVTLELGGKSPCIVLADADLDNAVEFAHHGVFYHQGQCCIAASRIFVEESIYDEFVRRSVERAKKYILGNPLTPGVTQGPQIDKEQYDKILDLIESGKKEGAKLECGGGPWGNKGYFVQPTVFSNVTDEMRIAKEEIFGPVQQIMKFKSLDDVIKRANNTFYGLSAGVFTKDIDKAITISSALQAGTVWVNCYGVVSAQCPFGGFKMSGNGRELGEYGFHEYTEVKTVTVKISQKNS
TexasRed fluor – Total Fluorescence Counterscreen for Inhibitors of the Interaction of Thyroid Hormone Receptor and Steroid Receptor Coregulator 2; AID 1479, 2009; actives 0.29% (n = 280,000); TRb/SRC2 Texas Red total fluorescence interference; Potency, µM (doses to about 106 µM), without a hit: at the highest dose fluorescence change, negative = quenching; active = well fitted curve in either direction with a large enough effect; inconclusive = small, poorly fitted or top-dose-only effect; note: % is set by controls: 0 for no effect and ±100 for the full control effect
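Human TRb ligand-binding domain at 0.6 uM with 20 nM Texas Red SRC2 peptide in Tris buffer containing 1 uM T3 and 5% DMSO, incubated with compound 5 h at ambient temperature. Total fluorescence (555/632 nm) calculated as parallel + 2 × perpendicular.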
RECQ1 inh – qHTS Assay for Inhibitors of RecQ-Like Dna Helicase 1 (RECQ1); Potency, µM (series often up to 57.3 µM), for the others: at the top dose activity, negative = inhibition, hits mostly inhibitors; ATP-dependent DNA helicase Q1 (Homo sapiens), P46063; actives 0.54% (n = 240,000); RECQ1 DNA unwinding, red fluorescence kinetic read;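 note: plate controls were vehicle for no effect and no enzyme for full effect; nearly all actives have a fitted effect of over 30% in size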
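50 nM RECQ1T1 preincubated 15 min with compound in Tris pH 8.0 buffer with MgCl2, DTT, Tween-20 and 2.5 ug/ml poly(dI-dC); started with 200 nM TAMRA/BHQ-2 forked duplex and 2 mM ATP. Unwinding read as fluorescence (525/598 nm), two reads 2 h apart.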
KDM4E inh – qHTS Assay for Inhibitors of Human Jumonji Domain Containing 2E (JMJD2E) | Lysine-specific demethylase 4E (Homo sapiens), B2RXH2 | Potency, µM (highest dose often 57.1 µM), inactives show at the top dose activity change, negative = inhibition, actives largely listed as inhibitors | AID 2147, 2009 | JMJD2E catalytic domain, FDH-coupled NADH fluorescence (FDH is formaldehyde dehydrogenase) | actives 1.6% (n = 230,000); active = well fitted inhibition curve with a large enough effect, not every such curve was filed as active; inconclusive = small, poorly fitted or top-dose-only effect, or another doubt; inactive = no such curve, though single readings can be large or run the other way;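 note: 0% = wells with enzyme and -100% = buffer wells without enzyme; nearly all actives have a fitted effect of over 50% in size; many of its hits are not listed in these tables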
RGS12 GoLoco inh – qHTS Assay for Inhibitors of RGS12 GoLoco Motif Activity (Red Fluorophore); Guanine nucleotide-binding protein G(i) subunit alpha-1 (Homo sapiens), P63096; Gai1:RGS12 GoLoco peptide FP, rhodamine, 10 min; Potency, µM (top dose mostly 61.6 µM), for inactives: at the highest dose activity, negative = inhibition, hits mostly inhibitors; actives 0.44% (n = 230,000); AID 880, 2007; active = well fitted inhibition curve with a large enough effect, not every such curve was filed as active; inactive = no such curve, though single readings can be large or run the other way; note: % is set by controls: 0 for no effect and ±100 for the full control effect; nearly all actives have a fitted effect of over 30% in size; many of its hits are not listed in these tables
Active calls of the source: *; i = inactive; ? = inconclusive; nt = no result given; & = joins results of further samples; [ ] = dose if it differs, or a comment. Unless noted, calls come from the whole dose curve; as a rule, active = well fitted curve in the direction sought with a large enough effect; inconclusive = small, poorly fitted or top-dose-only effect, or another doubt; inactive = no such curve, though single readings can be large; an effect the other way counts as inactive or inconclusive. Potency is the fitted concentration of half-maximal effect.

mol	RECQ1 inh	ALDH1A1 inh	TRb SRC2 PPI	RGS12 GoLoco inh	KDM4E inh	LMNA splice mod	TexasRed fluor	SMN2 splice enh
Nc1c2c(nc3ccn(Cc4ccccc4)c(=O)c13)CCC2	-2%	?	2%	-4%	?	-12%	3%	-3%
CCOC(=O)c1cnn(CCOC(=O)c2cccc(F)c2)c1NC(=O)c1cccc(F)c1	1%	8%	11%	11%	-9%	-8%	-2%	-6%
CC1(C)CC(=O)C2=C(C1)N(c1ccc(F)cc1)C(=O)C2(O)C(F)(F)F (configuration not stated)	-3%	7%	8%	19%	4%	-14%	0%	-8%
COC(=O)c1ccccc1NC(=O)c1ccnn1C	i	4%	2%	6%	6%	nt	0%	nt
COc1cccc(CNC(=O)CCC2CCCN(Cc3ccc(OC(F)F)cc3)C2)c1 (configuration not stated)	-11%	8%	5%[53 µM]	16%	9%	7%[46 µM]	0%[53 µM]	nt
COc1ccc(-c2nnn(CC(=O)N3CCOCC3)n2)cc1	-12%	6%	-4%	10%	6%	9%	-1%	3%
Cc1cccc(C=Nc2ccccc2C(N)=O)c1	i	?	-4%	2%	?	-20%	-1%	-5%
C=C(C)CSc1nnc2n(C)c(=O)c3c4c(sc3n12)CCC4	i	-10%	2%	2%	3%	0%	-1%	17%
C=CCSc1nnc(CC(OC)OC)n1-c1ccccc1	1%	?	4%	-5%	-1%	-27%[9.22 µM]	0%	-1%
N#Cc1c2c(c(-c3ccco3)[nH]c1=O)CCCC2	-7%	?	-1%	nt	-10%	0%	2%	nt
CN(NS(=O)(=O)c1ccc(Cl)cc1)c1nc(C(F)(F)F)nc2ccccc12	0%	20%	-4%	8%	3%	?	-1%	-46%[inhibitor]
Cc1cc(C)c(C)c(S(=O)(=O)NCc2ccc(C(=O)N3CCCC3)cc2)c1C	-3%	?	-3%	7%	13%	nt	-5%	nt
Nc1nc2nccc(-c3ccc(Cl)cc3)n2n1	i	?	-13%	2%	?	-5%	-6%	9%
COC(=O)C/C=C/[C@@H](C)[C@@H](/C=N/OC[C@@H](C)[C@H](OCc1ccccc1)C(C)C)NS(=O)(=O)c1ccc(C)cc1	i	?	-3%	0%	-4%	?	-6%	-21%
COc1cc(/C=C2\SC(=O)N(CC(=O)Nc3cccc(C)c3)C2=O)cc([N+](=O)[O-])c1O	-5%	22µM*	2%	4%	-2%	nt	-12%	-30%
CC(C)C1CCC(C(=O)NC(Cc2ccccc2)C(=O)O)CC1 (configuration not stated)	-2%	-2%	1%	20µM*	-2%	?	-1%	2%
CCOc1ccc(-c2csc(NC(=O)CSC3=NC(=O)CN3C(C)=O)n2)c2ccccc12	-13%	?	-4%	4%	?	-6%	-10%	-1%
CCOc1cc(/C=N/NC(=O)CSc2nncn2C)ccc1OCc1cccc(C)c1	-3%	?	-17%	-2%	0%	-5%	1%	-3%
C/C(CC1(O)C(=O)N(C)c2ccccc21)=N\O (configuration not stated)	-2%	5%	-5%	-6%	0%	6%	-4%	1%
CCN1CCCC1Cn1c(-c2ccccc2)nc2c(NC3CCCCC3)nc(C)nc21 (configuration not stated)	-8%	?	4%	8%	?	nt	-4%	-22%
O=C(NNC(=O)c1cc(OCC(F)(F)F)ccc1OCC(F)(F)F)c1cccc(C(F)(F)F)c1	-16%	5%	-5%	3%	-9%	-7%	-2%	-12%
O=C(CC1NCCN(Cc2ccccc2)C1=O)Nc1ccccc1 (configuration not stated)	7%	3%	-4%	3%	2%	10%[46 µM]	-4%	nt
CC(=O)OCCOc1nc(NC(C)C)nc(NC(C)C)n1	-7%	-5%	-1%	11%	0%	2%	-1%	6%
OCCOCCOc1ccccc1OCCOCCO	7%	5%	4%	-1%	-4%	nt	2%	18%
O=C(O)c1ccc2c(c1)C(=O)N(Cc1ccc3c(c1)OCO3)C2=O	8%	-17%	5%	-9%	0%	13%	-1%	-6%

(further entries)
mol	RECQ1 inh	ALDH1A1 inh	TRb SRC2 PPI	RGS12 GoLoco inh	KDM4E inh	LMNA splice mod	TexasRed fluor	SMN2 splice enh
COc1ccc(N2CCN(C(=O)CSc3ccc(C)cc3)CC2)cc1	-6%	9%	4%	-2%	5%	-1%[46 µM]	0%	-12%
CCCCNC(=O)OCCNC(=O)NC	i	0%	5%	-11%	-1%	-6%	1%	6%
COc1ccc(S(=O)(=O)N(CC(=O)NC2CC2)c2ccc(C)cc2)cc1	i	-15%	-8%	8%	3%	nt	2%	nt
O=C(NNC(=O)c1ccccc1-n1cccc1)c1ccc(Cl)cc1	i	0%	-2%	3%	0%	-2%	-5%	1%
CCOC(=O)c1ccc(-c2ccc(C3Nc4ccccc4C(=O)N3O)o2)cc1 (configuration not stated)	-6%	?	1%	18%	?	-15%	0%	-75%[inhibitor]
N#Cc1ccccc1Cn1cc(/C=N/Nc2ccc([N+](=O)[O-])cn2)c2ccccc21	-1%	14%	8%	-1%	4%	nt	0%	-17%
COC(=O)c1ccccc1NC(=O)CN(C)Cc1ccccc1	i	-7%	4%	-1%	9%	-13%[46 µM]	2%	8%
CCCc1sc(N)nc1-c1ccc(C)cc1	-4%	?	-3%	7%	-3%	1%	-1%	-6%
O=C(Nc1ccc(Br)cc1F)C1CCN(c2nnc(-n3cccc3)s2)CC1	-8%	-1%	-9%	-9%	-1%	5%	0%	-10%
N#CC1=C(SCC(=O)NC2CC2)NC(=O)C(C#N)C12CCCCC2 (configuration not stated)	-14%	13µM*	6%	-1%	2%	9%	2%	-17%
O=C(Nc1ccc(OC(F)(F)F)cc1)N1CCN(c2ccnc3cc(Cl)ccc23)CC1	-1%	nt	-2%	-1%	?	nt	0%	nt
Nc1ccc(C(=O)N/N=C/c2sc(N3CCOCC3)nc2-c2ccccc2)cc1	-27%	-6%	0%[53 µM]	0%	?	14%	-5%[53 µM]	?
COc1ccc(OC)c(N/C=C/C(=C(C#N)C#N)N(C)C)c1	-2%	?	1%	-4%	-11%	nt	-2%	nt
Cc1ccc(C)c(N2CCN(C(=O)C3CCCN(S(=O)(=O)c4c(C)[nH]c(=O)[nH]c4=O)C3)CC2)c1 (configuration not stated)	-5%	5%	3%	9%	2%	-5%	1%	7%
C=CCSc1nc(-c2ccc(OC)cc2)c(C#N)c(=O)n1CC=C	2%	?	-4%	15%	?	?	-1%	-18%
N#CC1=C(N)N=C(SCc2ccccc2)C(C(N)=O)C12CCCCC2 (configuration not stated)	-17%	?	-14%	-11%	0%	-17%	-1%	-14%
COc1ccc(NS(=O)(=O)c2cc(NC(=O)c3nc4nc(C)cc(C)n4n3)ccc2C)cc1	i	0%	5%	5%	-1%	-17%[46 µM]	-2%	17%
Cc1ccccc1CN1N=C(/C=C/c2ccccc2)CCC1=O	-15%	-4%	2%	0%	?	8%[9.22 µM]	-5%	-12%
COC(=O)CSc1nc2ccc(NC(=O)c3ccccc3C(=O)N3CCOCC3)cc2s1	-5%	-7%	-7%	nt	1%	-18%	0%	nt
CCC(=O)NC(=S)Nc1ccccc1F	-5%	-5%	3%	4%	10%	19%	0%	-2%
COc1ncnc2c1NC1=C(S2)C(=NCCC(=O)O)CC(C)(C)C1	?	5µM*	-4%	nt	3%	8%	1%	nt
COc1ccc(NC(=O)NCc2ccco2)cc1OC	i	9%	-1%	17%	-25%	-7%[46 µM]	-2%	1%
c1ccc(CSc2nnc(-c3cccs3)n2Cc2ccco2)cc1	-10%	-6%	11%	10%	6%	2%	1%	-11%
CCCc1cc(C(=O)NNC(=S)NCC)c2ccccc2n1	4%	?	-3%	-16%	-1%	-6%	1%	-70%[inhibitor]
CC(C)(C)NC(=O)NC(=O)COC(=O)Cn1c(C(F)(F)F)nc2ccccc21	-4%	?	7%	-1%	6%	1%	-3%	14%

Carrying on:
mol	RECQ1 inh	ALDH1A1 inh	TRb SRC2 PPI	RGS12 GoLoco inh	KDM4E inh	LMNA splice mod	TexasRed fluor	SMN2 splice enh
Cc1cc(Br)cc2c1NC(=O)C2(c1c(C)n(C)n(-c2ccccc2)c1=O)c1c(C)n(C)n(-c2ccccc2)c1=O	-4%	-7%	6%	-4%	2%	12%	1%	2%
CCC(C)c1ccc(NC(=O)COc2c(F)c(F)c(C(F)(F)F)c(F)c2F)cc1 (configuration not stated)	-18%	?	5%	-7%	-3%	2%	-1%	-15%
NC(=S)Nc1ccc2cc[nH]c2c1	i	-1%	1%	-5%	5%	-5%[46 µM]	2%	9%
CCN(CC)CCOC(=O)/C=C/c1ccccc1OC	6%	?	-1%[53 µM]	1%	?	6%	0%[53 µM]	0%
COc1ccc(C2/C=C\CN(S(=O)(=O)c3ccc(C)cc3)CC(=O)N2Cc2ccc(F)cc2)cc1 (configuration not stated)	-9%	nt	-2%&-2%	4%	4%	nt	2%&1%	nt
c1ccc(CNc2ccc3c(c2)ncn3C2CCCCC2)nc1	-7%	?	-4%	-6%	?	4%	2%	28%
CCCn1c(SCC(=O)Nc2nonc2C)nnc1-c1ccoc1C	i	0%	-7%	7%	4%	3%	0%	4%
CSc1nc2ccc(NC(=O)C3=NNC(=O)CC3)cc2s1	0%	0%	-1%	16%	1%	-10%[46 µM]	-5%	19%
CCCCOc1ccc(C(=O)NCc2ccco2)cc1	-14%	6%	-11%	13%	-1%	7%	-5%	-27%
COc1ccc(OC)c(C2C(C(=O)c3sc(C)nc3C)=C(O)C(=O)N2CCN2CCOCC2)c1 (configuration not stated)	-2%	-12%	-3%	nt	-16%	0%	1%	nt

This is a subset, so the mix of outcomes need not match the whole.
